Abeta yeast res: qHTS for compounds that reverse cellular toxicity of Amyloid beta (A-beta) peptide in yeast: Primary Screen; 410,000 tested, 0.063% active; AID 1347071, 2019; Potency, µM (titrated, usually from 46.1 µM), without a hit: at the highest dose growth rescue, most hits filed as activators; yeast expressing A-beta42, growth rescue, OD600, 48 h; response scale: 0% DMSO, 100% iron-clioquinol control; note: potency is the fitted concentration of half-maximal effect; nearly all actives have a fitted effect of over 55% in size
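Yeast A-beta toxicity model in growth medium with pinned compounds, 48 h at 30 C; growth read as absorbance at 600 nm. Normalized to FeCl3/clioquinol equimolar mix (positive) and DMSO (negative).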
GLP-1R inv ag: qHTS of GLP-1 Receptor Inverse Agonists (Inhibition Mode). HEK293 GLP-1R CRE-luciferase, luminescence, 24 h; GLP-1R form is constitutively active. Glucagon-like peptide 1 receptor (Homo sapiens), P43220. 410,000 tested, 1.6% active. Potency, µM (series often up to 38.3 µM), inactives show at the highest dose activity change, negative = inhibition, usual class: inhibitors; note: potency is the fitted concentration of half-maximal effect; % is set by controls: 0 for no effect and ±100 for the full control effect; nearly all actives have a fitted effect of over 55% in size
Target sequence (P43220 whole entry, looked up): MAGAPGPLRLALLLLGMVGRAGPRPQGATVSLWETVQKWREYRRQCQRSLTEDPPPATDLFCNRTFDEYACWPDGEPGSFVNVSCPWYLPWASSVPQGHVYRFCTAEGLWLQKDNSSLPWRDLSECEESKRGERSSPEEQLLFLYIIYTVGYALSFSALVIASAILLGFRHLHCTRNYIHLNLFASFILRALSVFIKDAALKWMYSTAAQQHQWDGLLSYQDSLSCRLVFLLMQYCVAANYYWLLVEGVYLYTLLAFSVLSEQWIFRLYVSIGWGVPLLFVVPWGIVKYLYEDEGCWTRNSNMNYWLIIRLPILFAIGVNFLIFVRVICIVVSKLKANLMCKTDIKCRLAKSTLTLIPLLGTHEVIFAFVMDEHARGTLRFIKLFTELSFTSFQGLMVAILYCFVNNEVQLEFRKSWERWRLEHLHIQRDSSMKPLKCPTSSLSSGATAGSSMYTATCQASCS
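Assay principle: reduced luminescence from a cAMP-responsive reporter in HEK293 cells co-expressing a constitutively active GLP-1R. Conditions: 24 hr compound incubation, 37 deg C, 5% CO2.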
FUS suppressor: qHTS for Suppressors of FUS Proteinopathy: Primary screen using FUS-linked yeast assay | S. cerevisiae FUS-expressing, growth rescue, OD600, 24 h | Potency, µM (highest dose often 76.6 µM), without a hit: at the top dose growth rescue (activation), hits mostly activators | 390,000 tested, 0.24% active | AID 1347120, 2019;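 note: potency is the fitted concentration of half-maximal effect; plate controls were DMSO vehicle for no effect and reference control for full effect; nearly all actives have a fitted effect of over 55% in size; some results filed as inactive show a strong effect at the top dose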
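Restored growth of FUS-toxic S. cerevisiae, read as 600 nm absorbance after 24 h at 30C in galactose medium (starting OD 0.005). Controls CP55940 and DMSO.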
Mm-Cpn inhibitor: Inhibitors of TCP-1 ring complex (TRiC) of Methanococcus maripaludis (MmCpn): qHTS; Chaperonin Mm-Cpn (Methanococcus maripaludis); purified Mm-Cpn ATPase, ADP Transcreener TR-FRET; Potency, µM (titrated, usually from 76.9 µM), for the others: top-dose activity, negative = inhibition, actives largely listed as inhibitors; 330,000 tested, 0.031% active; note: potency is the fitted concentration of half-maximal effect; % is set by controls: 0 for no effect and ±100 for the full control effect; nearly all actives have a fitted effect of over 80% in size
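Eu-cryptate anti-ADP/ADP-d2 competition gives a ratio inversely related to ADP. Enzyme at 25 nM was pre-exposed to compound for 10 min, then given 10 uM ATP for 30 min, 37°C throughout.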
PTHR1 ag: qHTS for PTHR1 Agonists: Primary Screen; HEK293 GP2 PTHR1 cells, GloSensor cAMP luminescence, 1 h; Potency, µM (doses to about 115 µM), inactives show at the top dose activation, hits mostly activators; 410,000 tested, 0.075% active; AID 743266, 2014; note: potency is the fitted concentration of half-maximal effect; nearly all actives have a fitted effect of over 55% in size; some results filed as inactive show a strong effect at the top dose; inactives centre near -15; many of its hits are not listed in these tables
Target sequence (Q03431 whole entry, looked up): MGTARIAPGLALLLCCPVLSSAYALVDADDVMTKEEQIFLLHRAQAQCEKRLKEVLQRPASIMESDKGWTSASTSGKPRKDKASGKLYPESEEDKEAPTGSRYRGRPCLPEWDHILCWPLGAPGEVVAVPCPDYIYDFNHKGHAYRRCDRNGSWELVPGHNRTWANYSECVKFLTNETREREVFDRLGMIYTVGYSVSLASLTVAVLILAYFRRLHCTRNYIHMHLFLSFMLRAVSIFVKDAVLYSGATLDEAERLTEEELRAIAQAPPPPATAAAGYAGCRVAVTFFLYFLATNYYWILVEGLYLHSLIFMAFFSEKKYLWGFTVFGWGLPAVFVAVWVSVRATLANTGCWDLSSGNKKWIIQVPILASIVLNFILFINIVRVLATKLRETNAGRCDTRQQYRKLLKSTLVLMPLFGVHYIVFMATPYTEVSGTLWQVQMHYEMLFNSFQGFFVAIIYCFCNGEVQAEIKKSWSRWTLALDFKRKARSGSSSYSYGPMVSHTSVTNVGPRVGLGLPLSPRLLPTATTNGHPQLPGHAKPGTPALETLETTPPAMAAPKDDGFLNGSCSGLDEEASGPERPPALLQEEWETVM
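HEK-293-derived GP2 cells expressing PTHR1 and a GloSensor cAMP reporter, 3,000/well, plated overnight, given luciferin plus IBMX (each 0.5 mM as added) for 1 h at 37 °C, then compound for 1 h at 37 °C. Luminescence was read after 15 min at room temperature.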
pAkt inh: HTS Assay for Inhibitors of Akt Phophorylation: Primary Screen. Neuro2A IGF-stimulated pAkt S473 HTRF, 20 min; stronger effect = lower value. activity change, % for hits at 50 µM. 360,000 tested, 0.32% active; in the data active = activity change below about -80%; inconclusive = mostly about -51% to -80%; note: % is set by controls: 0 for no effect and ±100 for the full control effect
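Neuro2A cells (4,500/well, DMEM with 0.5% FBS) were treated with compound at a single 50 µM final concentration, stimulated with 6 nM IGF for 20 min at 37 °C, and lysed. Phospho-Akt Ser473 was read by HTRF as 665/615 ratio ×10^4.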
TDP-43 yeast inh: qHTS of TDP-43 Inhibitors; TDP-43 expressing yeast growth rescue, BacTiter-Glo, 24 h; AID 652104, 2013; 410,000 tested, 1.8% active; Potency, µM (titrated, usually from 46.1 µM), for the others: top-dose growth rescue (activation), usual class: activators; note: potency is the fitted concentration of half-maximal effect; % of control where 0% means no effect; nearly all actives have a fitted effect of over 50% in size
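Growth rescue of TDP-43-toxic yeast measured as ATP luminescence (BacTiter-Glo). Cells grown to mid-log in raffinose, induced in galactose at OD600=0.02, exposed to compound 24 hr at 30 deg C.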
HEK293 tox: qHTS of GLP-1 Receptor Inverse Agonists: Cytotox Screen. AID 624418, 2012. HEK293 cAMP-luciferase reporter cells, luminescence, 24 h. 410,000 tested, 0.13% active. Potency, µM (doses to about 38.3 µM), inactives show top-dose activity change, negative = inhibition, usual class: inhibitors;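 note: loss of luciferase light is scored as toxicity; potency is the fitted concentration of half-maximal effect; % is set by controls: 0 for no effect and ±100 for the full control effect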
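Step one: seed cells (200 cells/uL, DMEM with 10% Nu serum, 1% pen-strep). Step two: 12-hour incubation at 37 deg C. Step three: pin 23 nL compound, incubate 24 hr. Step four: add luciferase reagent, read luminescence 12 min later.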
aSyn yeast inh: qHTS of alpha-syn Inhibitors; 370,000 tested, 0.14% active; Yeast expressing alpha-synuclein, growth rescue, BacTiter-Glo, 24 h; Potency, µM (series often up to 46.1 µM), inactives show top-dose growth rescue (activation), most hits filed as activators; note: potency is the fitted concentration of half-maximal effect; % of control where 0% means no effect; nearly all actives have a fitted effect of over 65% in size
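Screening used galactose-induced yeast with toxic alpha-synuclein levels, exposed to compound for 24 hr at 30 deg C. Cell growth, read with BacTiter-Glo luminescence, gave the measured signal.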
An asterisk follows results filed as active; i = inactive; ? = inconclusive; / = no result given; [ ] = remark or other dose. Unless noted, calls come from the whole dose curve; as a rule, active = well fitted curve in the direction sought with a large enough effect; inconclusive = small, poorly fitted or top-dose-only effect, or another doubt; inactive = no such curve, though single readings can be large; an effect the other way counts as inactive or inconclusive.

Order of values: Mm-Cpn inhibitor, Abeta yeast res, TDP-43 yeast inh, aSyn yeast inh, pAkt inh, FUS suppressor, GLP-1R inv ag, PTHR1 ag, HEK293 tox
O=C(NCC1OCCc2ccccc21)c1ccc(NC(=O)c2cccc(Br)c2)cc1 (configuration not stated)
→ -2%, 4%, 3%, 0%, i, /, -36%, -8%, 7%
OCC1(CO)COC(CCc2ccccc2)=N1
→ -2%, -9%, 9%, -4%, i, -13%, 6%, i, 3%
CCOc1ccc(NC(=O)CC(NCc2ccccn2)C(=O)O)cc1 (configuration not stated)
→ -1%, 7%, -13%, -4%, i, -1%, -1%, i, -12%
O=C(NNC1=C(C(=O)C(F)(F)F)CCC1)c1cccc(O)c1
→ 0%, -5%, -11%, 1%, i, -29%, ?, i, 1%
Cc1occc1C(=O)Nc1c(F)c(F)c(F)c(F)c1F
→ -1%, -9%, 15%, -4%, i, -8%, 21%, -5%[57.5 µM], 2%
CCOC(=O)C1CCCN(Cc2ccc(OCC)cc2)C1 (configuration not stated)
→ 1%, 11%, -13%, 6%, i, -13%, -15%, i, 3%
Cc1ccc(Cc2c(-c3cccc(Br)c3)nc3ccc(Br)cn23)cc1
→ /, -19%, 24%, -22%, i, 12%, -8%, -26%, -16%
O=C(NCCCN1CCOCC1)c1ccc(CS(=O)(=O)Cc2ccc(Cl)cc2)o1
→ -1%, 8%, -4%, 0%, i, -10%, -9%, i, 9%
CCN1CCC(N2CCN(c3ccc(Cl)cc3)CC2)CC1
→ -6%, -10%, 0%, 0%, i, -11%, -35%, i, -11%
O=C(NCc1ccccn1)c1c(Cl)cccc1Cl
→ 0%, 8%, 1%, -18%, i, -18%, 18%, 24%[57.5 µM], 3%
CCOc1ccc(NC(=NCc2ccc3c(c2)OCO3)SC2CC(=O)N(c3ccccc3)C2=O)cc1 (configuration not stated)
→ 1%, 6%, 5%, -2%, i, 1%, 3%, -27%, 3%
O=C1CCCN1CCC1CCN(C(=O)Nc2ccccc2)CC1
→ 1%, -9%, -28%, 0%, i, 28%, 2%, -31%[inhibitor][57.5 µM], -3%
Cc1cccc(CCNC(=O)CCc2nc(-c3ccccc3F)no2)c1
→ 0%, 12%, ?, 5%, i, 27%, ?, 9%, 2%
CCN(C(=O)c1cc2cccc(OC)c2oc1=O)c1ccccc1
→ 1%, 0%, -5%, 0%, i, -8%, 0%, i, 6%
CCOc1ccc(-c2cc(CCCC(=O)NCc3ccco3)no2)cc1
→ 2%, -5%, 19%, 5%, i, -12%, -25%, -8%, -2%

Remaining list, next part
Order of values: Mm-Cpn inhibitor, Abeta yeast res, TDP-43 yeast inh, aSyn yeast inh, pAkt inh, FUS suppressor, GLP-1R inv ag, PTHR1 ag, HEK293 tox
C=CCn1c(=N)n(CC(=O)c2ccc(Cl)cc2)c2ccccc21
→ -4%, -4%, -8%, -14%, i, 12%, ?, 7%, 1%
CC1(C)Cc2c(cnn2-c2ccc(F)cc2)C(NC(=O)CCN2CCCC2=O)C1 (configuration not stated)
→ -3%, 0%, 18%, 9%, i, -5%, 0%, -12%, 5%
COc1cccc(-c2csc(-c3c(N)c(C(=O)c4ccc5c(c4)OCO5)n4ccccc34)n2)c1
→ /, -9%, 12%, /, /, 16%, 0%, -3%, 4%
CCOC(=O)C1CCN(S(=O)(=O)Cc2ccc(Cl)cc2)CC1
→ 1%, 0%, -8%, -9%, i, -12%, 23%, -13%, 3%
CC1CCN(S(=O)(=O)c2cn(CC(=O)N3CCN(C)CC3)c(=O)c3ccccc23)CC1
→ 0%, 6%, 14%, 0%, i, /, -3%, i, 9%
Cc1cc(C)cc(C(=O)/C=C2\NC(=O)CS2)c1
→ 2%, 0%, -33%[inhibitor], 3%, /, 16%, -2%, -17%[57.5 µM], 10%
CC1(C)O[C@@H]2[C@H](O1)[C@@H](COS(=O)(=O)O)O[C@H]2n1cc(Br)c(=O)[nH]c1=O
→ -12%, 0%, -3%, -1%, i, -5%, 2%, 7%, 8%
CCOC(=O)C1(Cc2cccc(OC)c2)CCN(Cc2ccccc2OC)CC1
→ 4%, -3%, 3%, -3%, i, 5%, ?, -17%, -4%
COc1ccc(OC)c(C2C(C(=O)c3ccc(C)o3)=C(O)C(=O)N2CCCN2CCOCC2)c1 (configuration not stated)
→ /, -11%, -11%, -5%, i, 13%, 3%, i, -9%
Cc1cccnc1Sc1c([N+](=O)[O-])ncn1C
→ 2%, -5%, 5%, -2%, i, 31%, 3%, -16%[57.5 µM], -6%
COc1ccc(NC(=O)CSc2nnc(NC(=O)C3CCC3)s2)c(OC)c1
→ ?, 1%, 2%, -6%, i, -2%, 25%, -2%, -2%
COc1ccc(NC(=O)C2CC2(Cl)Cl)cc1S(=O)(=O)N1CCCCC1 (configuration not stated)
→ /, -2%, 9%, -3%, i, -48%, -15%, -73%[inhibitor], 6%
CC1CC(C)CN(CCCNC(=O)CCC(=O)N2CCOc3ccccc32)C1 (configuration not stated)
→ 0%, -8%, ?, 2%, i, -15%, -20%, -10%, -3%
COc1ccccc1C(=O)COC(=O)c1c(-c2ccccc2)noc1C
→ 0%, -4%, 1%, -1%, i, ?, ?, -16%, 26%
CC(C)(C)SC(=O)CC1NS(=O)(=O)OC2CCCCC12 (configuration not stated)
→ -5%, 0%, -10%, -5%, i, -10%, 19%, i, 0%

Later entries
Order of values: Mm-Cpn inhibitor, Abeta yeast res, TDP-43 yeast inh, aSyn yeast inh, pAkt inh, FUS suppressor, GLP-1R inv ag, PTHR1 ag, HEK293 tox
Cc1ccc(C)c(OCCC(=O)NNC(=O)c2ccccc2F)c1
→ -22%, 24%, 0%, 7%, i, 10%, 2%, -14%, -3%
COc1cccc(CNc2nnnn2C)c1
→ 1%, 0%, -10%, -11%, i, 14%, -12%, -15%, 16%
CCOc1cc(C(=O)NC(C)COC)cc(OCC)c1OCC (configuration not stated)
→ 1%, 18%, ?, 6%, i, /, 6%, i, -3%
CCc1ccc(C2=Nn3c(nnc3-c3cccs3)SC2)cc1
→ -2%, -6%, 11µM*, 0%, i, -6%, -21%, i, -11%
COc1cccc(N2C(=O)CC(Nc3ccc(N4CCOCC4)cc3)C2=O)c1 (configuration not stated)
→ -4%, -7%, -22%, 0%, i, ?, 45%[activator], i, 2%
Cc1ccc(C)c(C(C)NC(=O)C2CC=CCC2C(=O)O)c1 (configuration not stated)
→ 1%, 12%, -8%, -6%, i, -17%, 7%, -18%, 2%
O=C1CSC(=S)N1
→ -4%, 7%, 18%, 0%, i, -18%, 7%, i, 2%
O=C(NCc1ccco1)c1ccc(COc2ccccc2[N+](=O)[O-])o1
→ 4%, 0%, 4%, -4%, i, -1%, 20%, i, -2%
COc1cccc(CN2CCN(C(=O)c3cccs3)CC2)c1OC
→ -1%, 5%, -6%, 0%, i, 3%, 4%, -9%[57.5 µM], -3%
Cc1ccc(Nc2nc(=O)c3cccnc3s2)c(Br)c1
→ 1%, -18%, ?, 18%, i, -25%, ?, i, 0%

Some of the entries so far, as a markdown table.
| Molecule | Mm-Cpn inhibitor | Abeta yeast res | TDP-43 yeast inh | aSyn yeast inh | pAkt inh | FUS suppressor | GLP-1R inv ag | PTHR1 ag | HEK293 tox |
| --- | --- | --- | --- | --- | --- | --- | --- | --- | --- |
| COc1ccccc1C(=O)COC(=O)c1c(-c2ccccc2)noc1C | 0% | -4% | 1% | -1% | i | ? | ? | -16% | 26% |
| CC(C)(C)SC(=O)CC1NS(=O)(=O)OC2CCCCC12 (configuration not stated) | -5% | 0% | -10% | -5% | i | -10% | 19% | i | 0% |
| Cc1ccc(C)c(OCCC(=O)NNC(=O)c2ccccc2F)c1 | -22% | 24% | 0% | 7% | i | 10% | 2% | -14% | -3% |
| COc1cccc(CNc2nnnn2C)c1 | 1% | 0% | -10% | -11% | i | 14% | -12% | -15% | 16% |
| CCOc1cc(C(=O)NC(C)COC)cc(OCC)c1OCC (configuration not stated) | 1% | 18% | ? | 6% | i | / | 6% | i | -3% |
| CCc1ccc(C2=Nn3c(nnc3-c3cccs3)SC2)cc1 | -2% | -6% | 11µM* | 0% | i | -6% | -21% | i | -11% |
| COc1cccc(N2C(=O)CC(Nc3ccc(N4CCOCC4)cc3)C2=O)c1 (configuration not stated) | -4% | -7% | -22% | 0% | i | ? | 45%[activator] | i | 2% |
| Cc1ccc(C)c(C(C)NC(=O)C2CC=CCC2C(=O)O)c1 (configuration not stated) | 1% | 12% | -8% | -6% | i | -17% | 7% | -18% | 2% |
| O=C1CSC(=S)N1 | -4% | 7% | 18% | 0% | i | -18% | 7% | i | 2% |
| O=C(NCc1ccco1)c1ccc(COc2ccccc2[N+](=O)[O-])o1 | 4% | 0% | 4% | -4% | i | -1% | 20% | i | -2% |
| COc1cccc(CN2CCN(C(=O)c3cccs3)CC2)c1OC | -1% | 5% | -6% | 0% | i | 3% | 4% | -9%[57.5 µM] | -3% |
| Cc1ccc(Nc2nc(=O)c3cccnc3s2)c(Br)c1 | 1% | -18% | ? | 18% | i | -25% | ? | i | 0% |

Bioassay records as filed in PubChem BioAssay.

This is a subset; rates above refer to the full screens.
